Screening results: PubChem, NMMLSC
MEP2 TOR yeast = modulators of TOR pathway MEP2-GFP in S. cerevisiae; S. cerevisiae MEP2-GFP strain, flow cytometry GFP, 3 h; 100% = DMSO control level; GFP response vs DMSO, % at 10 µM; actives 0.51% (n = 330,000);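 active = GFP response versus DMSO above a set limit, roughly screen mean plus 3 SD, cut at about 180% in these data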;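 note: median GFP fluorescence of the barcode-gated MEP2-GFP cells per well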
GRK2 aptamer HTS = blocks RNA aptamer binding to human GRK2; P25098; bead flow cytometry, FAM-aptamer displacement from GRK2; inhibition of aptamer binding, % at 10 µM; actives 0.59% (n = 330,000); AID 488847;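 active = inhibition of aptamer binding above 40%, roughly 3 SD of noise, on plates passing a quality check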;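 note: median bead fluorescence of bound FAM aptamer so fluorescent compounds give negative values; no value below 0 was filed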
Target sequence (P25098 whole entry, looked up): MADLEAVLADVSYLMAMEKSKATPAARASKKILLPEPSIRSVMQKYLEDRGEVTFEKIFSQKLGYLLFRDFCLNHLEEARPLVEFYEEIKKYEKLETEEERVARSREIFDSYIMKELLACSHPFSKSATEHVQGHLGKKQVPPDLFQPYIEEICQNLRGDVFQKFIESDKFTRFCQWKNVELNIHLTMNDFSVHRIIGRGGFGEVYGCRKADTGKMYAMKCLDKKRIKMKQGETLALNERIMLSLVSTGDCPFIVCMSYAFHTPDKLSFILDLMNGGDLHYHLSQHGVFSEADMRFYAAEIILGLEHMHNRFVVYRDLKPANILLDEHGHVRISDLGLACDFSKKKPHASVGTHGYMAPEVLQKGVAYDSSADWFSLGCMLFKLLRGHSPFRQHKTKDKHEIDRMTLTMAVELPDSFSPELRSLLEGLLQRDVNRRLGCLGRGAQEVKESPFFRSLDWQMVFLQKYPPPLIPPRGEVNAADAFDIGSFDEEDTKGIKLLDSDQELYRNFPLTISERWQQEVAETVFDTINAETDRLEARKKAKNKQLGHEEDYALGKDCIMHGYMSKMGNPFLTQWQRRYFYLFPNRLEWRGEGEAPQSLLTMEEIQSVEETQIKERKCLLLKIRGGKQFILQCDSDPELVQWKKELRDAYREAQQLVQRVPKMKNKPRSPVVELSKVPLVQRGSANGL
CIT2-GFP yeast = alters CIT2-GFP fluorescence in TOR pathway yeast screen; S. cerevisiae CIT2-GFP strain, flow cytometry, 3 h; 100 means same as DMSO wells; GFP response vs DMSO, % at 10 µM; AID 2029; actives 0.065% (n = 320,000);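 active = GFP response relative to DMSO above a set limit, near the screen mean plus 3 SD, cut at about 150% in these data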;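 note: ratio of well median GFP fluorescence to mean of DMSO wells on the plate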
AGP1-GFP MLPCN = modulators of TOR pathway AGP1-GFP in S. cerevisiae | S. cerevisiae AGP1-GFP multiplex flow cytometry, 3 h; GFP as percent of DMSO wells | GFP response vs DMSO, % at 10 µM | actives 0.02% (n = 320,000) | AID 2066;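 active = GFP response relative to DMSO above a set limit, near screen average plus 3 SD, cut at about 150% in these data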;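 note: median GFP channel fluorescence of the gated AGP1 strain per well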
LAP4 TOR yeast = alters LAP4-GFP fluorescence in TOR pathway yeast screen; S. cerevisiae LAP4-GFP multiplex, flow cytometry GFP, 3 h; median GFP as percent of DMSO wells; GFP response vs DMSO, % at 10 µM; actives 0.34% (n = 320,000); AID 2023;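 active = GFP response vs DMSO above a set limit, about the screen mean plus 3 SD, cut at about 150% in these data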
VLA-4 inh = inhibition in a human VLA-4 binding assay; P13612; VLA-4 expressing cells, ligand binding flow cytometry; inhibition, % (about 7 µM as worked out from the volumes in the protocol); actives 0.2% (n = 330,000); AID 2557; in the data active = inhibition above about 50%
RPL19A TOR yeast = modulators of TOR pathway RPL19A-GFP in S. cerevisiae; S. cerevisiae RPL19A-GFP strain, flow cytometry, 3 h; hits give low values; percent response vs DMSO, % at 10 µM; actives 0.3% (n = 330,000);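 active = percent response vs DMSO below 50%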;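 note: median channel GFP fluorescence of the barcoded RPL19A-GFP strain; ratio of sample median GFP to plate DMSO average so 100% = DMSO; lower means less RPL19A-GFP as with rapamycin TOR inhibition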
Yeast superoxide = yeast age-related superoxide inhibition as caloric restriction mimetic; S. cerevisiae aged cells, superoxide DHE fluorescence; hits give low values; AID 2690; superoxide response (% of plate mean), % at 10 µM; actives 0.18% (n = 330,000);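 active = superoxide response under a set limit, about three screen SD below normal, cut at about 65% in these data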;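 note: yeast aged for seven days with compound at 30 °C before DHE staining; 100% = average MFI of all compound-treated wells on the plate with controls excluded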
Numbers without * were called inactive; i = inactive; x = no result given.

SMILES	MEP2 TOR yeast	GRK2 aptamer HTS	CIT2-GFP yeast	AGP1-GFP MLPCN	LAP4 TOR yeast	VLA-4 inh	RPL19A TOR yeast	Yeast superoxide
CCc1ccc(OCC(=O)NNC(=O)CSc2nnc(-c3ccc(C)cc3)n2C)cc1	105	4	109	106	106	26	107	i
COC(=O)c1cn(NC(=O)COc2ccc(Cl)cc2)c(=O)c2ccccc12	87	0	91	90	91	0	84	97
CCc1ccc(C(C)NC(=O)c2ccncc2)cc1 (stereo not drawn)	112	0	104	96	98	-51	105	93
Cc1nnc(NC(=O)c2cccc(S(=O)(=O)N(C)c3cccc(Cl)c3)c2)s1	99	1	100	102	104	-3	98	87
COc1cc(OC)cc(C(=O)NCCCCCCNC(=O)c2cc(OC)cc(OC)c2)c1	105	0	112	115	105	34	105	103
O=C(COc1ccc(S(=O)(=O)Nc2ccccc2)cc1)NCc1cccnc1	121	4	87	97	96	10	97	103
O=C(CN(CC1CCCO1)C(=O)CNS(=O)(=O)c1ccccc1)NCc1ccc(F)cc1 (stereo not drawn)	107	3	105	101	100	2	105	103
O=C(CSCc1ccc(Br)cc1)NC1CC1	94	0	88	94	98	-2	92	96
Cc1cc(NC(=O)CSc2cn(CC(=O)N(C(C)C)C(C)C)c3ccccc23)no1	106	1	107	101	107	2	100	89
CC1CCN(S(=O)(=O)c2cccc(C(=O)N(C)C3(C)CCS(=O)(=O)C3)c2)CC1 (stereo not drawn)	100	2	93	105	90	11	101	90
C=C(C)COc1ccc(-c2nc(N)nc(C)c2-c2ccc(OC)cc2)c(O)c1	104	0	109	102	94	9	111	101
COCCCNC(=O)c1ccc2c(=O)n(Cc3ccc4c(c3)OCO4)c(=S)[nH]c2c1	124	4	99	101	113	-10	97	93
O=C(Nc1cccc2[nH]ncc12)NS(=O)(=O)c1ccccc1	108	2	106	100	90	4	104	104
Cc1ccc(C(C(=O)NC2CCCC2)N(C(=O)c2csnn2)C2CC2)cc1 (stereo not drawn)	102	0	97	95	94	5	104	100
Cc1cccn2c(=O)c(C=C(C#N)C#N)c(N3CCN(C)CC3)nc12	101	6	91	94	88	-8	101	103
CCCn1c(SCC(=O)Nc2nc(C)c(C(=O)OC)s2)nnc1C(C)C	103	0	90	90	92	6	90	102
COc1ccc(-c2nnn(CC(=O)N(Cc3ccccc3Cl)C(C(=O)NCC3CCCO3)c3ccco3)n2)cc1 (stereo not drawn)	107	2	100	103	98	-59	98	78
C=CCc1ccc(OCCCNCc2ccccc2)c(OC)c1	101	0	96	95	87	18	100	92
CC(=O)N[C@@H](Cc1ccc(OC(F)(F)F)cc1)C(=O)O	98	0	115	113	111	17	102	115
COc1ccc(C(C(=O)NC2CCCC2)N(C(=O)c2ccco2)c2cc3c(cc2C(C)=O)OCO3)cc1 (stereo not drawn)	106	1	100	94	94	-8	102	92
Cc1cccc2sc(NC(=O)CN3C(=O)NC4(CCCC4)C3=O)nc12	92	2	88	84	79	10	103	85
N#Cc1cc(-c2ccc(Cl)cc2)cn(Cc2c(Cl)cccc2Cl)c1=O	108	0	105	105	106	2	106	113
COc1ccccc1C1(O)C(=O)Nc2ccccc21 (stereo not drawn)	100	1	103	97	95	1	97	108
COc1ccc(Cl)cc1-c1nc(N)nc(N(C)C)n1	97	0	97	99	96	20	98	107
C#CCOc1ccccc1CNc1ccccc1	96	0	101	101	108	4	100	98
Cc1ccc2c(Cl)cc(Cl)c(OCc3c(C)noc3C)c2n1	105	2	104	100	98	17	105	93
Cc1ccc(OCCNC(=O)c2ccc(C)cc2)cc1	93	3	78	93	113	-7	97	86
CCOC(=O)c1cn(Cc2cccc(C)c2)nn1	98	0	97	94	96	12	96	112
Cc1ccc(C)c(OCC(=O)Nc2ccccc2C(=O)N2CCN(C)CC2)c1	98	2	102	109	100	-1	101	83
COc1cccc(/C(O)=C2/C(=O)C(=O)N(CCCN3CCOCC3)C2c2ccncc2)c1 (stereo not drawn)	104	3	102	99	106	14	100	94
CC(=O)NC(Cc1cccc(F)c1)C(=O)NC1CCN(c2ncccc2[N+](=O)[O-])CC1 (stereo not drawn)	96	3	91	95	91	57*	95	105
COc1ccc(C(=O)Cn2nnc(-c3ccccc3NC(=O)C3CCCCC3)n2)cc1	84	0	97	92	x	-7	92	93
COC(=O)c1ccccc1NC(=O)C1CCCN(c2nnc(-n3cccc3)s2)C1 (stereo not drawn)	102	2	93	99	119	-13	102	99
CC(OC(=O)c1cc2sccc2n1C)C(=O)NCc1ccc(F)cc1 (stereo not drawn)	101	1	104	104	106	4	101	103
O=C(Nc1ccc(Cl)cc1Cl)NC1CCCC1	105	0	85	92	95	17	102	107
COC(=O)c1nnn(CC(=O)NC(=O)Nc2ccccc2F)c1C(=O)OC	102	1	98	106	114	-1	97	97
O=c1c2ccccc2oc2cc(-c3ccc(CN4CCOCC4)cc3)ccc12	97	1	87	84	100	7	88	105
Cc1ccccc1OCC(=O)OCC(=O)c1ccc(OC(=O)c2ccccc2)cc1	102	1	100	104	103	0	101	77
S=c1[nH]nc(COc2ccccc2)n1-c1ccccc1	103	1	104	100	89	0	103	81
CC(=O)c1c(O)c2ccccc2n(C2CCCCC2)c1=O	90	2	95	90	90	-6	96	94
Cn1nnc2cc(C(=O)NCCC3=CCCCC3)ccc21	98	3	98	99	104	14	104	98
O=c1oc2ccccc2c2c1ncn2-c1ccccc1	110	0	109	108	104	6	102	99
OC/C(Br)=C(\Br)CO	96	0	84	95	105	19	100	112
NC(=O)c1ncn([C@@H]2O[C@H](CO)[C@@H](O)[C@H]2O)n1	96	0	100	92	97	9	98	85
Cc1nonc1C(=O)N/N=C/c1cc2c(cc1Br)OCO2	108	0	95	97	109	3	106	100
COC(=O)CN1C(=O)C2(C(C#N)=C(N)Oc3c2c(C)nn3-c2ccccc2)c2ccccc21 (stereo not drawn)	99	4	99	97	102	0	100	100
CCc1ccc(CN2CCC(C(=O)Nc3ccc(-n4nc(C)cc4C)cc3)CC2)o1	102	2	104	106	96	-86	103	104
O=C(COC(=O)Cc1ccc(Cl)cc1)Nc1ccc2[nH]c(=O)[nH]c2c1	105	2	111	118	113	-6	102	110
O=C(O)CNC(=S)NCc1ccccc1	95	3	94	91	91	5	101	109
Cc1cc(-c2csc(NC(=O)c3ccc(=O)[nH]c3)n2)c(C)n1Cc1ccccc1	103	1	106	97	98	-36	110	89

Following part.
SMILES	MEP2 TOR yeast	GRK2 aptamer HTS	CIT2-GFP yeast	AGP1-GFP MLPCN	LAP4 TOR yeast	VLA-4 inh	RPL19A TOR yeast	Yeast superoxide
C=CCC[C@H](Cc1ccc(F)cc1)C(=O)OC[C@@H](C)NC(=O)[C@@H](CC=C)CC(=O)N[C@H](CO)Cc1ccccc1	101	4	98	107	104	16	102	97
CC(Sc1nnc(Nc2ccccc2)s1)C(=O)NC1CCCc2ccccc21 (stereo not drawn)	96	0	91	89	87	7	97	68
COc1ccc(NC(=O)c2cc(S(=O)(=O)N3CCOCC3)ccc2N2CCOCC2)cc1	111	0	111	103	99	18	111	95
NNC(=O)c1csc(-c2cccc(C(F)(F)F)c2)n1	100	4	86	78	88	-1	97	98
COCCN(CCOC)C(=O)c1cc2sc3ccccc3c2s1	100	3	90	91	105	21	94	98
COc1ccc(/C=C(/C#N)C(=O)Nc2ccc(O)cc2)cc1C(=O)O	93	2	94	99	113	34	99	100
O=C(CC1Sc2ncnn2C1=O)Nc1ccc(Cl)cc1 (stereo not drawn)	93	2	92	101	128	1	92	99
CC(C)C(OC(=O)c1cccs1)C(=O)NC1CCCCC1 (stereo not drawn)	98	2	102	106	103	-3	99	99
O=C(CCC(=O)N1CCCC1)Nc1nnc(C2CCCCC2)s1	100	0	99	104	105	5	110	94
O=C1CCCN1c1ccc(N2CCCC2=O)cc1	99	0	90	87	81	1	94	99
Cc1cccc(CNC(=O)c2ccc3c(c2)N(C)CCS3)c1	96	6	90	91	110	0	102	97
Cc1c(-c2ccccc2)sc2nc[nH]c(=S)c12	95	0	93	94	104	4	93	140
CC1=C(C#N)C(=O)NC(C)(C)C1	102	1	97	101	100	1	99	90
O=C1N(C2CCCC2)C[C@@H]2C[C@@H](c3cccn3-c3nccs3)N3CCC[C@@]123	102	0	101	102	89	10	103	79
Cc1cccc(C)c1OCc1cc(C(=O)N(C)Cc2nc3ccccc3[nH]2)no1	105	0	105	96	101	-8	98	88
COc1ccccc1OCCn1cc(/C=N/NC(=O)c2ccncc2)c2ccccc21	112	2	93	105	112	-1	98	87
S=C(NCCCN1CCOCC1)Nc1ccc(Cl)c(Cl)c1	106	0	97	104	105	32	102	100
Cc1cccc(N2CCN(S(=O)(=O)c3cc4c(cc3Cl)NC(=O)CO4)CC2)c1C	97	1	103	101	99	-17	95	85
O=C(Cc1cccs1)N/N=C/c1ccccc1	103	0	102	99	101	-1	98	114
Cn1nnnc1SC(C(=O)Nc1ccc(F)cc1)c1ccccc1 (stereo not drawn)	102	0	100	102	102	5	98	102
O=C(NC(=S)NCc1nc2ccccc2[nH]1)c1ccccc1F	111	0	115	118	118	19	112	66
CNC(=O)c1c(O)c2cccc3c2n(c1=O)CC3	99	0	97	99	99	15	104	101
Cc1cccc(N2CCN(S(=O)(=O)c3ccc4c(c3)CC(=O)N4C)CC2)c1C	98	1	107	108	99	7	106	124
COc1nc(Nc2nc3ccccc3c(=O)[nH]2)nc2ccc(C)cc12	121	0	98	97	103	4	102	90
CC1Cc2ccccc2N1C(=O)CSc1nnnn1-c1ccc2c(c1)OCCO2 (stereo not drawn)	102	0	94	100	108	-12	98	116
COc1ccccc1N(CC(=O)Nc1cc(S(=O)(=O)N(C)C)ccc1C)S(=O)(=O)c1cccs1	101	0	95	96	100	14	96	127
COCc1nnc(NC(=O)CS(=O)(=O)Cc2ccccc2)s1	93	1	88	90	x	-2	92	111
CCCn1cc(NC(=O)C2CC(c3cccc(Br)c3)=NO2)cn1 (stereo not drawn)	101	0	96	94	101	-1	100	110
CSc1nc2ccccc2n1Cc1cccc(F)c1	110	0	104	104	116	-13	106	100
COc1ccc(NC(=O)COC(=O)c2ccc(C)c(S(=O)(=O)N3CCCCC3)c2)cc1	110	0	113	127	128	14	110	85
CCOc1ccc(N(CC(=O)Nc2ccc(OC)cc2)S(=O)(=O)c2c(C)noc2C)cc1	102	0	101	105	98	4	102	97
COC(CNC(=O)c1ccc2c(c1)nc(C)n2-c1ccc(F)c(F)c1)OC	106	2	103	99	99	3	100	96
CC(C)[C@H](NC(=O)N1CC(=O)Nc2ccccc21)C(=O)N[C@@H](C(=O)O)c1ccccc1	90	2	100	101	90	15	96	91
O=C(NCCCN1CCOCC1)c1ccc(CS(=O)(=O)Cc2ccc(Cl)cc2)o1	103	0	95	103	107	6	94	96

In the list so far, these have a furan ring, fused or not.
SMILES	MEP2 TOR yeast	GRK2 aptamer HTS	CIT2-GFP yeast	AGP1-GFP MLPCN	LAP4 TOR yeast	VLA-4 inh	RPL19A TOR yeast	Yeast superoxide
COc1ccc(-c2nnn(CC(=O)N(Cc3ccccc3Cl)C(C(=O)NCC3CCCO3)c3ccco3)n2)cc1 (stereo not drawn)	107	2	100	103	98	-59	98	78
COc1ccc(C(C(=O)NC2CCCC2)N(C(=O)c2ccco2)c2cc3c(cc2C(C)=O)OCO3)cc1 (stereo not drawn)	106	1	100	94	94	-8	102	92
CCc1ccc(CN2CCC(C(=O)Nc3ccc(-n4nc(C)cc4C)cc3)CC2)o1	102	2	104	106	96	-86	103	104
O=C(NCCCN1CCOCC1)c1ccc(CS(=O)(=O)Cc2ccc(Cl)cc2)o1	103	0	95	103	107	6	94	96
